High-throughput results deposited in PubChem by National Center for Advancing Translational Sciences (NCATS).
LMNA splice mod: LMNA splicing modulation; HeLa LMNA splicing GFP/RFP minigene ratio, 48 h; hit rate 0.01% among 200,000; AID 1487; Potency, µM (top dose mostly 46.1 µM), for the others: top-dose ratio change, negative = inhibition, most hits filed as inhibitors; active = well fitted inhibition curve with a large enough effect in the signal ratio, with a control signal flat, not every such curve was filed as active; inconclusive = small, poorly fitted or top-dose-only effect, or effect the other way, or a change in a side signal; the % refers to the signal ratio; also: % is scaled to controls: 0 for no effect and ±100 for the full control effect
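S3 HeLa stable clones carrying a lamin A-EGFP splicing minigene plus DsRed2 were seeded at 600 cells/well in Opti-MEM with 2% FBS, pin-dosed and incubated 48 h at 37°C. Acumen cytometry (488 nm) gave the GFP/RFP total-intensity ratio.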
ALDH1A1 block: blocks purified human ALDH1A1 activity; P00352; Purified ALDH1A1, NADH fluorescence, propionaldehyde substrate; Potency, µM (doses to about 75.3 µM), without a hit: top-dose activity, negative = inhibition, most hits filed as inhibitors; hit rate 7.3% among 220,000; active = well fitted inhibition curve with a large enough effect, not every such curve was filed as active; inconclusive = small, poorly fitted or top-dose-only effect, or another doubt; inactive = no such curve, though single readings can be large or run the other way;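 also: plate controls were no enzyme wells and a reference inhibitor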
KDM4E inh: JMJD2E (human) inhibition; hit rate 1.6% among 230,000; Potency, µM (doses to about 57.1 µM), without a hit: top-dose activity change, negative = inhibition, hits mostly inhibitors; JMJD2E catalytic domain, FDH-coupled NADH fluorescence (FDH is formaldehyde dehydrogenase); B2RXH2; active = well fitted inhibition curve with a large enough effect, not every such curve was filed as active; inconclusive = small, poorly fitted or top-dose-only effect, or another doubt; inactive = no such curve, though single readings can be large or run the other way;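 also: 0% = wells with enzyme and -100% = buffer wells without enzyme; nearly all actives have a fitted effect of over 50% in size; many of its hits are not listed in these tables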
Tau fibril ThT: tau fibrillization inhibition (ThT binding). P10636. recombinant tau K18 P301L, heparin-induced fibrillization, ThT fluorescence. Potency, µM (titrated, usually from 57.4 µM), for inactives: top-dose activity, negative = inhibition, usual class: inhibitors. hit rate 2.1% among 270,000. AID 1460; also: % is scaled to controls: 0 for no effect and ±100 for the full control effect; nearly all actives have a fitted effect of over 55% in size
Target sequence (P10636 561-689 P618L limits assumed): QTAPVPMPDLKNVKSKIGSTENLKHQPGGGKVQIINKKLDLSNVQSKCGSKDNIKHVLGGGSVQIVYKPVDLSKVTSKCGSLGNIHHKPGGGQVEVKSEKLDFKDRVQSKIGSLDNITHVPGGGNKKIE
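Fibril formation assay: tau K18 P301L at 15 uM with trace Alexa 594 label, heparin inducer 20 uM, pH 7 sodium acetate buffer, 37 C for 6 hr; endpoint ThT signal.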
KinaseGlo FLuc: counter-screen: inhibitors of Kinase-Glo firefly luciferase; Q27757; Kinase-Glo luciferase, ATP luminescence, 8 min; Potency, µM (doses to about 38.3 µM), for the others: at the top dose activity change, negative = inhibition, actives largely listed as inhibitors; hit rate 0.28% among 200,000; AID 1379; also: % is scaled to controls: 0 for no effect and ±100 for the full control effect; nearly all actives have a fitted effect of over 60% in size
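Substrate mix (final 50 mM imidazole pH 7.2, 50 mM KCl, 7 mM MgCl2, 10 uM ATP, 0.01% Tween 20, 0.05% BSA) plus pin-tool compound, then Kinase-Glo detection mix; 8 min ambient, luminescence read.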
L3MBTL1 inh: blocks human L3MBTL1. Q9Y468. AlphaScreen L3MBTL1–H3K9me1 peptide binding. Potency, µM (doses to about 57.1 µM), for the others: at the highest dose activity, negative = inhibition, usual class: inhibitors. hit rate 0.66% among 230,000. AID 485360; also: % is scaled to controls: 0 for no effect and ±100 for the full control effect; nearly all actives have a fitted effect of over 60% in size
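L3MBTL1 (50 nM) pre-complexed 30 min with biotinylated H3(1-15)K9me1 peptide (75 nM), then compounds added for 30 min at room temperature; AlphaScreen streptavidin donor/nickel chelate acceptor beads (10 ug/mL final) read after 30 min dark incubation.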
SMN2 splice enh: SMN2 splice variant enhancement; HEK293 SMN2-luciferase splicing reporter, luminescence, 30-36 h; Potency, µM (top dose mostly 46.1 µM), without a hit: top-dose activity change, positive = activation, actives largely listed as activators; hit rate 2.8% among 210,000; also: % of control where 0% means no effect; nearly all actives have a fitted effect of over 55% in size
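HEK293 cells carry an SMN2 […]–luciferase reporter in which exon 7 inclusion puts luciferase in frame. Cells were plated 10-12 h before compound addition, then incubated 30-36 h at 37C. ONE-Glo luminescence was read; sodium butyrate at 4.5 mM final served as control.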
RECQ1 helicase: inhibitors of human RECQ1 DNA helicase; P46063; RECQ1 DNA unwinding, red fluorescence kinetic read; Potency, µM (top dose mostly 57.3 µM), without a hit: at the highest dose activity, negative = inhibition, usual class: inhibitors; hit rate 0.54% among 240,000;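 also: plate controls were vehicle for no effect and no enzyme for full effect; nearly all actives have a fitted effect of over 30% in size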
Target sequence (P46063 whole entry, looked up): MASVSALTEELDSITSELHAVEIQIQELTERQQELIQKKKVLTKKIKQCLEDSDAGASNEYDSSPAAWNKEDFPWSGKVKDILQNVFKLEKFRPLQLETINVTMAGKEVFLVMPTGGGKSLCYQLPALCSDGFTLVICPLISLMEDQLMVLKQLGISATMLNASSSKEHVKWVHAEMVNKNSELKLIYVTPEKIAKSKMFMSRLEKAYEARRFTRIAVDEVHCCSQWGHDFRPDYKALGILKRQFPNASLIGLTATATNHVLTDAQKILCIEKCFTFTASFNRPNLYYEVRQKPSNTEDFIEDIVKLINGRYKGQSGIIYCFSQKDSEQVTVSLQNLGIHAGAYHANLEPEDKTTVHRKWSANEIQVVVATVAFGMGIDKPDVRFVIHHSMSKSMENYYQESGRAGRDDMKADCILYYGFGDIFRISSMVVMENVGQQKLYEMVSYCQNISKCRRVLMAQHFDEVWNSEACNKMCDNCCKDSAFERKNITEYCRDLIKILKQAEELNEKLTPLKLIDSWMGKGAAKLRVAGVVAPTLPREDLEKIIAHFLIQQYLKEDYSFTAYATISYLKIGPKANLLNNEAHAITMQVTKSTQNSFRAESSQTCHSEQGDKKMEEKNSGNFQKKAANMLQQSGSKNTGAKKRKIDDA
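RECQ1T1 50 nM; forked duplex (20 bp + 30-nt ss tails) 200 nM, ATP 2 mM final; pH 8.0, 2 mM MgCl2, 2.5 ug/ml poly(dI-dC); 15 min compound preincubation; discontinuous kinetic read over 2 h at RT.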
* marks the source's active call; other numbers are inactive results; i = inactive; ? = inconclusive; · = no result given; [ ] = remark or other dose. Unless noted, calls follow the shape of the dose curve; as a rule, active = well fitted curve in the direction sought with a large enough effect; inconclusive = small, poorly fitted or top-dose-only effect, or another doubt; inactive = no such curve, though single readings can be large; an effect the other way counts as inactive or inconclusive. Potency is read from the fitted curve at half-maximal effect.

molecule	LMNA splice mod	ALDH1A1 block	KDM4E inh	Tau fibril ThT	KinaseGlo FLuc	L3MBTL1 inh	SMN2 splice enh	RECQ1 helicase
COc1ccccc1CNC(=O)N[C@@H](Cc1ccccc1)C(=O)O	-9%	21%	5%	-2%	0%	5%	10%	i
Brc1ccc(-c2csc(N3CCOCC3)n2)cc1	?	-1%	-1%	?	-2%	·	·	-3%
O=C(COc1ccccc1[N+](=O)[O-])N/N=C/c1cccs1	?	0%	0%	-11%	0%	-2%	2%	6%
CC(C)c1nnc(NC(=O)C2CCN(S(=O)(=O)c3ccc(-n4cnnn4)cc3)CC2)s1	-6%[46 µM]	?	3%	-1%	-1%	6%	5%	i
FC(F)(F)c1nnc2sc(-c3ccco3)nn12	4%	16%	0%	-8%	-1%	3%	-3%	-4%
O=C(CCn1c(=O)sc2ccccc21)Nc1ccon1	6%	1%	2%	-2%	1%	-8%	8%	1%
O=C(c1cc2nc(-c3ccco3)cc(C(F)(F)F)n2n1)N1CCN(c2ccccn2)CC1	?	?	?	-3%	1%	-4%	-9%	-8%
COc1ccc2c(c1)C(=O)N(c1ccc(C)cc1)C(=O)C2	-2%	-5%	-5%	-19%	-1%	·	?	i
c1cc(Nc2ncnc3sc4c(c23)CCC4)ccn1	·	?	?	-3%	1%	1%	3%	i
CC1=C(C(=O)Nc2ccccc2)C(c2cccs2)C(C#N)=C(SCC#N)N1 (configuration not stated)	-12%	22µM*	0%	?	3%	1%	1%	-2%
CC(Sc1nnc(-c2cccs2)n1-c1ccccc1)C(=O)NCc1ccco1 (configuration not stated)	-4%	-3%	3%	-10%	-5%	·	·	11%
O=C(CN1CCN(S(=O)(=O)c2ccc(Br)cc2)CC1)N/N=C/c1ccncc1	·	·	7%	-8%	·	48%[activator]	·	-3%
Cc1cc(S(=O)(=O)NCc2ccc(N3CCN(C)CC3)cc2)c(C)s1	·	9%	6%	-10%	·	-13%	·	-2%
C=CCn1c(SCC(=O)c2c(N)n(C)c(=O)n(C)c2=O)nnc1-c1ccncc1	·	-3%	2%	-7%	-2%	·	28%	0%
O=C(NCCOCCOCCNC(=O)c1cccnc1)c1cccnc1	-8%	13%	-4%	7%	-2%	-1%	-1%	i
O=C1OCCN1C(=O)[C@H]1[C@H](c2ccccc2)C(c2ccccc2)=NN1c1ccccc1	·	?	·	-8%[81.4 µM]	1%[39.9 µM]	24%	·	-13%[81.1 µM]
Cc1noc(C)c1NC(=O)NCCN1CCN(Cc2ccccc2)CC1	·	-5%	-5%	-6%	·	1%	·	-9%
CC(C)(C)NS(=O)(=O)c1ccc(CCC(=O)NCc2cccnc2)cc1	-5%	?	-5%	-11%	19%	·	-4%	-8%
O=C(N/N=C/c1ccco1)c1ccc(N2CCCC2=O)cc1	-10%	-2%	0%	?	2%	-1%	23%	-9%
Cc1nn(C)c(C)c1NC(=O)c1ccnn1C	11%	18µM*	3%	-4%	0%	-3%	5%	-1%
COc1ccc(CCNC(=O)COc2ccc(C)nc2[N+](=O)[O-])cc1OC	-11%[46 µM]	6%	13%	-4%	0%	6%	4%	-5%
CCOC(=O)c1c(CSc2ccccc2)n(C)c2ccc(O)c(CN3CCN(C)CC3)c12	·	·	-3%	-23%	·	?	·	i
O=C(O)CN1CCCC1=Nc1ccccc1	12%	89µM*	-6%	2%	1%	·	-3%	-8%
Cc1ccccc1Nc1nc(N)nc(CSc2nc3ccccc3s2)n1	?	-12%	-4%	-4%	0%	-9%	-3%	-17%
CCc1nnc2sc(-c3ccc(NC(=O)c4ccc5c(c4)OCCO5)cc3)nn12	22%	?	?	?	2%	-1%	-23%	-20%
CCCCn1nc(C(=O)O)ccc1=O	-1%	4%	-1%	-13%	-6%	5%	-2%	-5%
Cc1ccc(SCc2cn3ccccc3n2)cc1	·	·	15%	-13%	·	-1%	·	1%
Cn1cnnc1SCc1ccc(C(=O)N/N=C(\CCC(=O)O)c2ccc(C(C)(C)C)cc2)cc1	6%	?	4%	-14%	1%	3%	5%	10%
CCCCC(CCC(=O)O)(C(=O)OCC)c1csc(Nc2ccc(C)cc2)n1 (configuration not stated)	6%[46 µM]	4%	?	-7%	0%	-3%	·	10%
CCC/C=C(\CCC)C(NS(=O)(=O)c1ccc(C(F)(F)F)cc1)c1ccc(C(=O)OC)cc1 (configuration not stated)	·	-11%	-10%	-8%	-4%	·	-15%	i

Single values from the list:
`c1cc(Nc2ncnc3sc4c(c23)CCC4)ccn1` in Tau fibril ThT is listed with -3%
`CC(C)(C)NS(=O)(=O)c1ccc(CCC(=O)NCc2cccnc2)cc1` in Tau fibril ThT is listed with -11%

(next part)
molecule	LMNA splice mod	ALDH1A1 block	KDM4E inh	Tau fibril ThT	KinaseGlo FLuc	L3MBTL1 inh	SMN2 splice enh	RECQ1 helicase
CC1CCC2[C@](C)(CO)C(O)CC[C@]2(C)C12CCC(CO)(CCO)O2 (some centres not stated)	·	2%	-9%	-6%	-4%	·	·	-7%
O=[N+]([O-])c1ccc(Sc2nccn2Cc2ccccc2)c([N+](=O)[O-])c1	-24%	?	-2%	?	-2%	-13%	10%	-20%
COc1ccc(N(CC(=O)O)S(C)(=O)=O)cc1OC	4%	-2%	12%	5%	5%	-3%	?	-10%
O=C(Nc1ccc(Cl)cc1)c1cc2nc(-c3ccco3)cc(C(F)(F)F)n2n1	7%	-8%	?	?	1%	·	6%	9%
NC(=O)CSc1nc2scc(-c3ccc(Cl)cc3)c2c(=O)n1Cc1ccccc1	?	-3%	-2%	-5%	·	3%	·	-7%
COc1ccc(C(=O)NC(C(=O)N2CCc3ccccc32)C(C)C)cc1 (configuration not stated)	?	-3%	-1%	0%	-1%	-2%	·	11%
CC(C)(C)c1ccc(N=C2SCC(=O)N2Cc2cccs2)cc1	·	-7%	10%	-13%	·	15%	·	6%
COc1ccc(Oc2cc(F)nc(N)n2)cc1	3%	0%	2%	-3%	1%	-2%	0%	i
Cc1nnc(SCC(=O)Nc2nsc(-c3ccccc3)n2)s1	8%	-3%	-8%	-7%	2%	-8%	16%	5%
COC(=O)C(c1cc(OC)c(O)c(OC)c1)(N1CCNC(C)C1)C(F)(F)F (configuration not stated)	-2%	2%	?	-5%	-3%	3%	3%	-3%
O=C(CSc1nc2cc(Cl)ccc2s1)NCc1ccc2c(c1)OCO2	-6%	-4%	2%	2%	0%	-12%	-19%	10%
CCCCn1ccc(O)c(Cc2ccc(F)cc2)c1=O	-9%	26%	-11%	-11%	2%	-3%	-8%	5%
CCCc1cnc(NCCNCC(O)COc2ccc(Cl)c(Cl)c2)nc1 (configuration not stated)	·	·	75%[activator]	1%	·	-11%	·	-3%
Cc1c(Cl)c([N+](=O)[O-])nn1CC(=O)Nc1ccc2c(c1)OCO2	-7%	-4%	6%	1%	1%	1%	-15%	-9%
COc1cc(CC(=O)NCc2ccco2)cc(OC)c1OC	7%	-1%	10%	-2%	0%	·	-6%	i
COc1ccc(CNC(=S)Nc2ccc(F)c(Cl)c2)cc1	·	?	1%	-6%	·	-8%	·	2%
CCCN1CCN(c2ncnc3scc(C4COc5ccccc5O4)c23)CC1 (configuration not stated)	?	2%	3%	-6%	-2%	-27%	-14%	i
CC1=NN(c2nc(-c3ccc(F)cc3)cs2)C(=O)C1	-2%	1%	-1%	?	0%	8%	-6%	-20%
Cc1ccc(CNC(=O)C2CC(c3ccc([N+](=O)[O-])cc3)=NO2)cc1 (configuration not stated)	1%	9%	3%	-14%	0%	0%	7%	-4%
CC(=O)c1sc2c(c1OC(=O)c1ccc(Cl)cc1Cl)c(=O)n(-c1ccccc1)c(=S)n2-c1ccccc1	·	6%	-22%	?	·	-19%	·	-16%
COc1ccc(S(=O)(=O)N(CC(=O)O)c2ccccc2)cc1	5%	9%	-6%	-6%	-1%	9%	-6%	-7%
COc1ccc(N=C2S/C(=C\c3cccs3)C(=O)N2CC(C)C)cc1	3%	?	3%	-5%	-2%	-3%	-18%	-1%
Cc1ccc(C)c(NC(=O)Cn2nc(C)c3ccccc3c2=O)c1	-1%	17%	-4%	1%	3%	·	11%	-4%
COC(=O)C1=C(C)NC2=C(C(=O)CC(C)(C)C2)C1c1cnn(C)c1C (configuration not stated)	-2%	?	?	-4%	-3%	-5%	-3%	-4%
O=C(O)/C=C\c1cc2c(cc1[N+](=O)[O-])OCO2	·	-16%	-4%	-1%	·	-2%	·	i
c1ccc(CN(CCN(Cc2ccccn2)Cc2ccccn2)Cc2ccccn2)nc1	·	-14%	·	?	·	·	-101%[inhibitor]	14%
CCCOc1cccc(C2/C(=C(/O)c3ccc(OC)cc3)C(=O)C(=O)N2CCN(C)C)c1 (configuration not stated)	1%	16µM*	-11%	-3%	-2%	-3%	0%	-12%
Cc1[nH]n(-c2ccccc2)c(=O)c1C(c1cccc([N+](=O)[O-])c1)c1c(C)[nH]n(-c2ccccc2)c1=O	?	?	?	?	-1%	-27%	-9%	-6%
Cc1ccc(S(=O)(=O)NCC(=O)N2CCCCC2)cc1	3%	2%	6%	-9%	-1%	7%	1%	-2%
NNC(=O)Cc1csc(-c2ccccc2)n1	·	1%	51%[activator]	3%	·	-8%	·	-2%
O=C(O)CNC(=O)CC12CC3CC(CC(C3)C1)C2	10%	16%	3%	1%	2%	-27%[11.4 µM]	17%	i
Cc1cccc(C)c1OCC(=O)NCc1nnc(SCC(=O)NC2CCCCC2)n1C	15%	-3%	6%	5%	-1%	14%	-2%	-11%
CC(=O)c1c(OC(=O)c2ccco2)c2ccccc2n1C	-2%	-4%	10%	?	-1%	-9%	-4%	-15%

The list is partial (hit frequency here may not be typical).
